Screening data: PubChem BioAssay, several laboratories
CDK5 inh: CDK5/p35 (human) kinase inhibition; Recombinant CDK5/p35, ADP-Glo luminescence, 60 min; inhibition, % at 10 µM; Q00535+Q15078; 330,000 tested, 0.01% active;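 active means highest replicate inhibition of at least 50% and at least 75% of replicates reaching 50%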;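 further: plate controls were DMSO neutral control for no effect and GW8510 at 10 µM for full effect; many of its hits are not listed in these tables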
PKA-R2B activ: PKA-R2B complex activation; P22694+P31323; 340,000 tested, 0.079% active; PKA-R2B holoenzyme dissociation, Cy5-IP20 fluorescence polarization; R2B truncated from residue 108, S112A mutant; 0% DMSO only, 100% 113 µM cGMP; activation, % at 11.4 µM; AID 504700;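 active means activation above a cutoff set at the mean over all compounds plus 3 SD, cut at about 18% in these data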;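 further: higher means more holoenzyme dissociation and a rise in polarization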
Tat export inh: E. coli Tat transport inhibition | AID 488895 | E. coli MC4100 TorA-mCherry Tat export, fluorescence | inhibition, % at 10 µM | 340,000 tested, 0.036% active;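 active means mean replicate inhibition at least 50% and at least half of replicates individually reaching 50%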;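 further: exported cargo escapes ClpAP degradation while cytoplasmic cargo is degraded and loses fluorescence; 0% = median of neutral control wells and 100% = median of NaSCN control wells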
HTR5A ag ctr: counter-screen for OPRM1-OPRD1 agonists: human HTR5A agonism | P47898 | activation, % at 9.3 µM | HTR5A agonist assay, luminescence, cell-based | 340,000 tested, 0.61% active; in the data active means activation mostly above about 9.5%, no sharp cut-off; inactive means mostly below about 7.6%;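 further: 0% = cells with vehicle only and 100% = reference agonist; strong numbers were not always called active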
Target sequence (P47898 whole entry, looked up): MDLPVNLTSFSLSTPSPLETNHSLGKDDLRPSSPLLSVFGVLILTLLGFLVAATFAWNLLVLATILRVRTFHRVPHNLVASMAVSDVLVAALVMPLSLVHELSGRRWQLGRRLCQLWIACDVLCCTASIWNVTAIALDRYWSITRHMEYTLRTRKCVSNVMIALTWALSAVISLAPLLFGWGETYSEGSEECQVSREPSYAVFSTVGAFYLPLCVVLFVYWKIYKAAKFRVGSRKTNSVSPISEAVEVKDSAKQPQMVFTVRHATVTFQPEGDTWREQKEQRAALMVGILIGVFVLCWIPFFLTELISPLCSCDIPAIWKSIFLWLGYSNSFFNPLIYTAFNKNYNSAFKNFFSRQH
HTR5A inv ag: counter-screen for OPRM1-OPRD1 inverse agonists: human HTR5A inverse agonism; HTR5A cell line, luminescence; 340,000 tested, 0.083% active; inhibition, % at 9.3 µM; P47898; in the data active means inhibition mostly above about 23%, no sharp cut-off; inactive means mostly below about 18%;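 further: 0% = cells with DMSO and 100% = no-cell wells with DMSO; some compounds called inactive have numbers as strong as hits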
SUMO Mot1 rescue: inhibitors of SUMOylation pathway: yeast Mot1-301 growth rescue; 320,000 tested, 1% active; AID 2716; growth rescue, % at 18.8 µM; S. cerevisiae Mot1-301 growth rescue, ATP luminescence, 38.5C; percent above DMSO median, 100 means doubled;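 active means every valid replicate shows activation above 250% relative to neutral control wells; inactive means the rest, any valid replicate at or below 250%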;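 further: OY570 slx delta 5 strain wells were the positive control but not used for scaling; some compounds called inactive have numbers as strong as hits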
AddAB inh: less growth of phage-infected E. coli with AddAB | inhibition, % at 11.9 µM | E. coli expressing H. pylori AddAB, absorbance growth | 330,000 tested, 0.29% active | AID 435030; in the data active means inhibition above about 12%;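 further: 0% = vehicle wells of infected cells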
phage Ecoli inh: E. coli growth loss with phage present. 360,000 tested, 0.26% active. growth absorbance. inhibition, % at 11.9 µM; in the data active means inhibition above about 11%
Ecoli viability: counter-screen for AddAB inhibitors: E. coli growth inhibition; inhibition, % at 11.9 µM; AID 449728; E. coli V3065 growth, OD600 absorbance, 18 h; 330,000 tested, 0.27% active;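 active means inhibition above the campaign's mean inhibition across all tested compounds plus 3 SD, cut at about 9.9% in these data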;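 further: uninfected addAB+ strain grown without phage in ampicillin broth; 0% = DMSO wells and 100% = ciprofloxacin 0.95 µg/ml wells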
PKA-R1A activ: activators of PKA-R1A complex | P00514+P68181 | PKA-R1A dissociation, Cy5-IP20 fluorescence polarization; scaled: DMSO 0%, 113 µM cGMP 100% | activation, % at 11.4 µM | 340,000 tested, 0.083% active;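 active means percent activation above the mean of all tested compounds plus 3 SD, cut at about 19% in these data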;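 further: higher means more PKAc released from R1A so a rise in polarization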
DAGLB inhibitor: diacylglycerol lipase beta (human) inhibition | HEK293T DAGLB membrane lysate, EnzChek fluorogenic substrate | inhibition, % at 5.17 µM | 340,000 tested, 0.059% active | Q8NCG7; in the data active means inhibition above about 34%;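 further: 0% = enzyme with vehicle and 100% = wells lacking enzyme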
Target sequence (Q8NCG7 whole entry, looked up): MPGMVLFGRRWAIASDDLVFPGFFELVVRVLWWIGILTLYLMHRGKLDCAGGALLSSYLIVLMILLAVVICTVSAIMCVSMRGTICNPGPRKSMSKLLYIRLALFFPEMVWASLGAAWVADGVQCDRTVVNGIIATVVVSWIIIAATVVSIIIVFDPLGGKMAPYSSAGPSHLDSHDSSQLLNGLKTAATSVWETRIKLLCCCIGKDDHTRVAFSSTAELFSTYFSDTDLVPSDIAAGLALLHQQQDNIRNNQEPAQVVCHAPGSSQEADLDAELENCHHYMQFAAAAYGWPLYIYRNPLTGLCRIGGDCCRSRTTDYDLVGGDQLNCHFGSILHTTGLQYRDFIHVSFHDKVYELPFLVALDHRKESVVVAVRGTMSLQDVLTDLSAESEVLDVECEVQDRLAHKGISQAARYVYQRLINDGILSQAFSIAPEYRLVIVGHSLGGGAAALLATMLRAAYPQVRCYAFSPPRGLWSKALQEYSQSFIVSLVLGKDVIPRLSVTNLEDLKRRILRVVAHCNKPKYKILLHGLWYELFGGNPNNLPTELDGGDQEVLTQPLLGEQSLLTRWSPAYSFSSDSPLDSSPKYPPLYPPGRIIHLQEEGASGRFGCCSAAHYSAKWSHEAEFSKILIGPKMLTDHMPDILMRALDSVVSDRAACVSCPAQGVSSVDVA
Starred values were filed as active, the others as inactive; nt = not tested or not shown.

Compound,CDK5 inh,PKA-R2B activ,Tat export inh,HTR5A ag ctr,HTR5A inv ag,SUMO Mot1 rescue,AddAB inh,phage Ecoli inh,Ecoli viability,PKA-R1A activ,DAGLB inhibitor
CCc1nc(Nc2ccncc2)c2oc3ccccc3c2n1,-1.0,-16,1,-2,8,108,0.9,4.9,1.2,0,-1
O=C(NCCCNCc1ccccc1)c1ccncc1,0.6,-10,5,5,-4,3,1.0,2.7,-1.2,0,2
O=C1NC(=O)C(=Cc2ccccc2[N+](=O)[O-])S1,-0.5,-1,-6,-2,8,nt,nt,0.8,nt,6,7
COCCN(C(=O)Nc1ccccc1)c1ccccc1C,-0.4,-14,-8,-1,-27,0,0.6,1.2,2.3,-7,-2
N#Cc1c(C(F)(F)F)cc(-c2cccs2)nc1SC(C(=O)O)c1ccccc1 (stereo unspecified),-1.6,-3,5,3,-9,-3,-1.8,-0.1,0.7,10,12
COc1ccccc1NC(=S)NCc1ccc(S(N)(=O)=O)cc1,-0.1,3,-4,2,-4,20,2.6,2.2,0.3,-13,-1
Cc1cc(C)cc(NC(=O)CSc2nnc(CN3CCOCC3)n2C)c1,-1.9,2,-2,3,-2,0,1.2,0.1,-0.4,-4,0
Cn1cccc1Cc1nnc(SCC(=O)N2CCCCCC2)n1-c1ccc(F)cc1,-0.1,8,-4,-3,7,-2,2.2,-0.9,1.5,6,-1
O=S(=O)(NC1CCCCC1Nc1ccccc1)c1ccccc1 (stereo unspecified),-0.1,0,4,-6,8,-12,2.4,4.2,-0.3,4,-3
O=C(C=Cc1ccccn1)c1ccccc1,2.6,0,-12,1,-5,nt,nt,1.6,nt,6,-2
Cc1cccc(N(C)c2cc(C)nc3nc(C)nn23)c1,1.4,-1,-7,-3,9,285,3.2,1.7,1.4,2,-2
Cc1ccc(S(=O)(=O)/N=C(\N)Nc2nc(C)c3ccccc3n2)cc1,-0.9,-1,6,7,-7,1,2.8,1.1,4.2,4,1
N/C(=N/O)c1nc(N2CCCC2)nc(N2CCCC2)n1,0.2,-11,1,-1,3,nt,nt,1.1,nt,-8,1
CCCCc1nnc(NC(=O)CSc2nc(=O)cc(N)n2-c2cccc(C)c2)s1,-2.1,0,13,-1,3,nt,-0.2,2.3,0.1,2,1
O=C(O)c1ccc(OC(F)(F)C(F)C(F)(F)F)cc1 (stereo unspecified),0.1,9,7,2,-2,7,-0.4,1.1,-0.9,-11,-1
COc1ccc(N2CCN(C(c3cc4cc(C)ccc4[nH]c3=O)c3nnnn3Cc3ccccc3)CC2)cc1 (stereo unspecified),0.8,-2,0,3,-8,3,3.1,3.1,-1.4,-8,4
Cc1cc2cc(CN(C(=O)C3CC3)C3CCCC3)c3nnnn3c2cc1C,0.1,-2,1,-2,17,2,0.3,3.2,1.4,-3,0
O=C(NCc1ccccn1)[C@@H]1C[C@H]1[C@@H](NP(=O)(c1ccccc1)c1ccccc1)c1ccccc1,-8.6,-4,3,1,4,7,-2.2,3.5,-1.9,0,0
c1ccc(-c2cc3c(N4CCN(c5ncccn5)CC4)ncnc3s2)cc1,-1.5,-8,8,2,-6,136,1.5,3.8,0.4,-2,-10
COC(=O)C1CN(C(=O)C(C)Oc2ccc(F)cc2)c2ccccc2O1 (stereo unspecified),0.8,-12,-2,7,-24,748*,-0.4,1.4,0.0,-5,1
CCCn1nc(C(=O)Nc2nc3ccccc3[nH]2)c2ccccc2c1=O,-0.5,-1,0,1,-3,3,-3.7,3.3,-3.0,6,-3
O=[N+]([O-])c1ccc(Sc2nnnn2-c2ccccc2)c(Cl)c1,1.5,-1,-5,4,-10,6,3.2,1.1,-0.8,9,-5
CC(=O)OCN(C#N)c1nc(N(C)C)nc(N(C)C)n1,-1.0,7,3,-5,-24,24,0.6,0.9,-2.7,4,-1
O=S(=O)(N/N=C/c1ccc2c(c1)OCCO2)c1ccc(Cl)cc1,-0.4,-5,3,10,-47,-8,0.9,nt,-1.0,-16,-5
Cc1ccc(-n2nnc(-c3cccnc3Cl)n2)cc1,-1.8,4,0,2,-13,10,3.1,0.5,0.9,1,-19
Cc1ccc(NS(=O)(=O)c2ccc(NS(=O)(=O)c3cccs3)cc2)cc1,-0.5,-4,-3,9,-5,302*,2.6,3.1,0.4,3,3
CCc1ccccc1NC(=O)C1CCN(C(=O)c2cccs2)CC1,1.3,-5,9,-3,-1,8,1.4,4.4,0.6,-1,0
CCCS(=O)(=O)N1CCN(C(=O)COc2ccc(-c3ccccc3)cc2)CC1,-0.2,1,1,-2,-22,8,2.8,2.5,-4.0,-1,-5
COC(=O)c1c(NC(=O)C2CCCCC2)sc2c1CCN(C(C)C)C2,2.4,-4,-3,2,-3,0,-2.2,3.3,-1.8,-5,1
O=C(CSc1nc2ccccc2[nH]1)Nc1ccc(F)c(F)c1,0.2,-2,3,3,-29,-4,4.5,4.5,6.1,-5,-5
Cc1ccc(Oc2ncccc2C(=O)NCC(=O)O)cc1,-0.8,-13,35,-2,-14,2,1.3,-0.7,-0.7,-2,2
CC(C)CN(C(=O)COC(=O)c1ccc(-c2ccccc2)cc1)C1CCS(=O)(=O)C1 (stereo unspecified),1.0,-2,-13,4,-27,-5,-0.2,1.2,-0.6,5,-1
CC1(C)c2ssc(=S)c2-c2ccccc2N1C(=O)c1ccco1,-0.5,-2,-5,2,6,4,-1.2,4.5,-2.5,-13,23
CCc1sc(C(=O)NC(C)C2CCCO2)cc1Br (stereo unspecified),0.3,2,2,3,-19,-11,-1.7,-0.6,0.1,7,-2
O=C(Cc1ccccc1)Nc1ccc(NC(=O)c2ccco2)nc1,1.2,1,2,0,-14,-10,-0.2,2.5,0.2,9,-3
O=C(CN1C(=O)NC2NC(=O)NC21)NN=C1CCCC1 (stereo unspecified),-2.7,0,-7,-2,16,13,-0.8,1.9,-1.1,-3,-2
Cc1ccccc1OCC(=O)Nc1ccccc1CO,-1.3,3,-4,1,-2,-7,0.1,1.4,-2.7,-2,-1
COc1cc(C(C#N)N2CCCCC2)ccc1O (stereo unspecified),0.8,-3,5,2,22,29,2.1,2.1,0.5,0,2
CCOc1ccc2nc(NS(=O)(=O)Cc3ccccc3)sc2c1,-0.3,-5,-1,6,6,-24,1.3,0.2,-0.8,0,5
C[C@@H](NC(=O)c1nc[nH]c1C(=O)OCc1ccccc1)c1ccccc1,-2.7,0,2,-2,6,-1,1.4,3.0,-2.7,2,-1
COc1ccc(OC)c(N2C(=O)CC(NNC(=O)c3ccc4c(c3)OCO4)C2=O)c1 (stereo unspecified),-0.1,5,-3,8,-32,4,-0.9,1.8,0.3,-9,3
CN1CCCC(CC2c3ccccc3Sc3ccccc32)C1 (stereo unspecified),1.6,-7,-16,5,37,-17,-4.3,2.1,-2.2,-9,2
CN1CCN(C(=O)CN(C)S(=O)(=O)c2cc(Cl)ccc2Cl)CC1,1.0,-2,2,3,-7,7,4.0,-0.7,0.7,1,0
Cc1c(C(=O)O)oc2c3c(ccc12)OCCO3,-0.1,-4,1,-1,3,-19,3.4,1.5,1.7,5,2
Cc1ccc(-c2cc(C(=O)Nc3ccncc3)c3ccccc3n2)cc1,0.2,-9,2,12,-31,13,-0.9,2.7,0.8,-2,-1
Cc1cc(C)cc(NC(=O)Cn2c(=O)oc3cc(S(=O)(=O)N4CC(C)CC(C)C4)ccc32)c1 (stereo unspecified),-0.8,-10,3,-2,4,-17,2.6,2.9,2.4,-2,-2
O=C(O)CCC(=O)NNc1nc(-c2ccccc2)c2cc(Cl)ccc2n1,0.7,3,4,2,-9,2,2.6,1.8,2.5,-6,2
CC(C)c1ccc(NNC(=O)C2CCC2)cc1,0.4,8,1,3,-18,145,0.9,1.1,-1.9,1,-1
O=C(Cc1ccc([N+](=O)[O-])cc1)OCc1ccc([N+](=O)[O-])cc1,0.0,5,-13,2,-1,-12,1.6,-0.5,-0.4,-2,-2
O=C(COC(=O)c1ccc(Cl)cc1O)NCCN1C(=O)CSC1=O,-1.8,-6,-5,4,-12,107,-1.4,1.7,0.8,-4,-1
O=C(c1ccc[nH]c1=S)N1CCN(S(=O)(=O)c2ccc(Br)cc2Cl)CC1,3.7,-6,0,1,-3,-6,1.8,1.6,-0.2,-10,1
O=[N+]([O-])c1ccc2nc(CCCO)[nH]c2c1,-2.3,nt,0,nt,nt,-12,2.8,3.3,2.3,nt,nt
COc1ncnc2c1N[C@@](C)(O)c1c(F)c(F)c(F)c(F)c1S2,0.2,-4,-2,-6,16,40,1.9,-1.7,-0.1,4,-5
CSc1ccccc1NC(=O)c1cccs1,1.5,5,5,7,5,-4,1.3,1.8,0.2,0,-6
CN1CCN(CCCN(Cc2ccco2)C(=S)Nc2ccc(Cl)cc2)CC1,0.8,16,-2,1,-1,92,0.8,2.4,0.4,1,2
CCCCn1c(N)c(N(CC(C)C)C(=O)CN(C)S(=O)(=O)c2ccc(NC(C)=O)cc2)c(=O)[nH]c1=O,2.1,-5,-9,-2,4,3,0.3,0.8,0.3,5,1
Cn1cnc2c(N/N=C/c3cccs3)ncnc21,6.8,nt,2,nt,nt,-14,2.7,3.5,0.0,nt,nt
O=C(N/N=C\c1cc(Br)cs1)c1ccncc1,0.8,1,-9,1,1,-11,4.0,0.7,-1.2,12,2
Cc1nc2c(=O)n(C)c(=O)n(C)c2nc1Cl,-0.1,11,-1,3,-8,269,4.5,0.8,-2.3,7,-7
COc1ccc(OC)c(S(=O)(=O)N2CCCC(C(=O)N3CCOCC3)C2)c1 (stereo unspecified),-0.5,4,2,9,-1,-26,2.0,-0.1,-0.9,1,-2

Next section.
Compound,CDK5 inh,PKA-R2B activ,Tat export inh,HTR5A ag ctr,HTR5A inv ag,SUMO Mot1 rescue,AddAB inh,phage Ecoli inh,Ecoli viability,PKA-R1A activ,DAGLB inhibitor
COC(=O)C(CC(C)C)NC(=O)c1ccc([N+](=O)[O-])c(C)c1 (stereo unspecified),0.4,6,-1,-1,3,-2,1.4,1.1,0.7,-5,-2
CCOC(=O)c1ccc(NC(=O)CN2CCN(C(=O)c3ccco3)CC2)cc1,-5.2,-5,-3,1,16,145,-2.1,1.0,1.1,-5,-1
CCCCn1c(N)c(N(CCC(C)C)C(=O)C2CC(=O)N(c3ccc4c(c3)OCCO4)C2)c(=O)[nH]c1=O (stereo unspecified),-0.8,-8,0,-3,11,-5,3.4,1.4,-0.9,-1,0
COc1ccc(-c2ccc(/C=N/N3C(=O)C4C5C=CC(C6CC56)C4C3=O)o2)c([N+](=O)[O-])c1 (stereo unspecified),-3.5,-5,10,0,7,0,-1.9,0.7,-3.0,-15,-3
